12-LOX inh: inhibitors of human 12S-lipoxygenase ALOX12 | Potency, µM (titrated, usually from 108 µM), for inactives: at the top dose activity change, negative = inhibition, hits mostly inhibitors | P18054 | 1.1% of 580,000 active | purified 12hLO, xylenol orange hydroperoxide absorbance; active = well fitted inhibition curve with a large enough effect; inconclusive = small, poorly fitted or top-dose-only effect, or another doubt; inactive = no such curve, though single readings can be large or run the other way
Target sequence (P18054 whole entry, looked up): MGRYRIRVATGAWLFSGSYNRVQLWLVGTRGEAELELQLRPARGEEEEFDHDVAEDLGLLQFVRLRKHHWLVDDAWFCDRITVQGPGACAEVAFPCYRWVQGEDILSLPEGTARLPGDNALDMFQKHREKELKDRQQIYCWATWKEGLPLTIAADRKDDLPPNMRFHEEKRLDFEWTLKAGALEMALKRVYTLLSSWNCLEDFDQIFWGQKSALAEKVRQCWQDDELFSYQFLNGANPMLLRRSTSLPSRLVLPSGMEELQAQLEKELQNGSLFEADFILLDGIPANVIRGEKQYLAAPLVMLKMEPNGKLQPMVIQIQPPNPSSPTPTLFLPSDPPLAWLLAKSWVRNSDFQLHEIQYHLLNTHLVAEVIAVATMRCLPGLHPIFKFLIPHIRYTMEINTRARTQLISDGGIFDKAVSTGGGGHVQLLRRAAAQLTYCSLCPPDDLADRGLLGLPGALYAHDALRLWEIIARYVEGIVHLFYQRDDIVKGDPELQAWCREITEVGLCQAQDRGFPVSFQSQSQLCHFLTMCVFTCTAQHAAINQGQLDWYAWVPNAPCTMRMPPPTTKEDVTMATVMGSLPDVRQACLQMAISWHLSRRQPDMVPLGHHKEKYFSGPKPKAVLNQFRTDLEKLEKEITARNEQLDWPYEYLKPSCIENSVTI
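Purified human 12hLO (150 nM final) in 25 mM Hepes, 0.01% Triton X-100, pH 7.0 was preincubated 15 min at room temperature with compound. Then 40 uM arachidonic acid was added, 30 min. Hydroperoxide was read by Fe-XO absorbance ratio 573/405 nm.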
* marks the source's active call; other numbers are inactive results; ? = inconclusive; & = joins results of further samples; [ ] = remark or other dose. % is scaled to controls: 0 for no effect and ±100 for the full control effect; potency is read from the fitted curve at half-maximal effect.

SMILES	12-LOX inh
C#CCNC(=O)C1CCc2nnc(-c3ccc(Cl)nc3)n21 (stereo not given)	3%[6.33 µM]
COC1CCN(CC2CCCCCN2C(=O)c2ccoc2)CC1 (stereo not given)	7%
CCCS(=O)(=O)NC(=O)C1(C)CCCN(C(=O)c2cc(-c3ccccc3)cs2)C1 (stereo not given)	-6%
COCc1cc(C[C@@H]2CC[C@H](O)[C@@H](CNC3CCCCC3)O2)no1	5%[176 µM]
CC(=O)Nc1ccc(NC(=O)c2cc(-c3ccncc3)cn2Cc2ccccc2C)cc1	32%[activator]
COc1cc(F)ccc1-c1ccnc2nc(C3CCCCC3)nn12	29%
Cn1c(=O)[nH]c(=O)c2c1nc(N1CCNCC1)n2CCCc1ccccc1	1%
CCOc1ccc(CCC2CCN(C(=O)Nc3ccccc3)CC2)cc1	-2%
COc1cc(CNC(=O)c2ccc3c(c2)NC(=O)CS3)ccc1OCc1ccccc1	-4%
Cn1c(-c2cccnc2)cc2cnc(Nc3ccc(OC(F)(F)F)cc3)cc21	-6%
CCc1nn(-c2ccc(F)cc2)c(Oc2ccccc2)c1CCC(=O)NCC1CCCO1 (stereo not given)	-3%
COc1ccc(-c2nc(CSCC(=O)NC3CCCCCC3)c(C)o2)cc1OC	-20%
O=C(CCc1c[nH]c2ccccc12)NCc1ccc(F)cc1	-2%
Cn1nccc1C(=O)N1CC(COc2ccccc2)C2(C1)CN(c1ccccc1)C2 (stereo not given)	12%[176 µM]
CCn1ncc(N2CCC(NC(=O)c3ccc(OC)cc3)CC2)cc1=O	20%
COc1ccc(NC(=O)c2ccc3c(c2)N(C)C2CCCCN2C3=O)cc1 (stereo not given)	34%
COc1ccc(CN2CCN(c3cc(N(C)C)ncn3)CC2CCO)c(C)c1C (stereo not given)	9%
CCn1nccc1C(=O)NCCC1CCN(C(=O)Nc2ccccc2)CC1	41%
O=C(CCNc1cccc(Br)c1)c1cc2ccccc2o1	?
Cc1ccccc1NC(=O)CSc1nnc(C)n1-n1cccc1	1%

Four entries picked at random from the list so far, as already listed:
SMILES	12-LOX inh
Cn1c(-c2cccnc2)cc2cnc(Nc3ccc(OC(F)(F)F)cc3)cc21	-6%
CC(=O)Nc1ccc(NC(=O)c2cc(-c3ccncc3)cn2Cc2ccccc2C)cc1	32%[activator]
COc1ccc(-c2nc(CSCC(=O)NC3CCCCCC3)c(C)o2)cc1OC	-20%
COc1ccc(CN2CCN(c3cc(N(C)C)ncn3)CC2CCO)c(C)c1C (stereo not given)	9%

The main list resumes; the 2 compounds before the break are reprinted first.
SMILES	12-LOX inh
O=C(CCNc1cccc(Br)c1)c1cc2ccccc2o1	?
Cc1ccccc1NC(=O)CSc1nnc(C)n1-n1cccc1	1%
Cc1cc2oc(=O)cc(CN3CCCCC3)c2cc1Cl	?
CCOC(=O)c1cc(CC)sc1NC(=O)Cn1nnc(-c2ccccc2)n1	3%
COc1ccc(C(=O)NCCC2CCN(C(=O)Nc3cc(F)cc(F)c3)CC2)cc1	-9%
COc1cccc(C(=O)NCCS(=O)(=O)N2CCCC(C)C2)c1 (stereo not given)	1%
Cc1cc2ncc(C(=O)N3CCCCC3)cn2n1	13%[176 µM]
CN1CCOc2c(C(=O)NCc3cccnc3)cc(-c3ccc(CO)cc3)cc21	-10%[176 µM]
NC(=O)c1n[nH]c2c1CN(CC1(O)CNCCOC1)CC2 (stereo not given)	17%
Cc1ccccc1S(=O)(=O)N(C)C[C@@H]1OCc2cnnn2CCCC(=O)N([C@H](C)CO)C[C@H]1C	-11%
COc1ccccc1N1CCCc2ncc(C(=O)Nc3cccnc3)cc21	-2%[176 µM]
COCCN1C(=O)CSC12CCN(C(=O)Nc1cccc(Cl)c1Cl)CC2	8%
COc1ccc(C(=O)N2CCC3(CC2)OCC(C(=O)NC(C)C)N3C(=O)c2ccc(OC)cc2)cc1 (stereo not given)	56%[activator]
CC(C)(C)NC(=O)CSc1ncc(-c2ccc(F)cc2)o1	-25%
COc1cccc(Cn2c3ccc(NC(=O)Cc4cc(OC)ccc4OC)cc3c(=O)n2C)c1	8%
CC(=O)c1cccc(NC(=O)Cc2nn(C)c(=O)c3ccccc23)c1	-21%
COC(=O)C1CCN(CC(O)COc2cccc(CN3CC=C(C)CC3)c2)CC1 (stereo not given)	30%
Fc1ccccc1-n1c(C23CC4CC(CC(C4)C2)C3)n[nH]c1=S	14µM*
FC(F)(F)c1cn2cc(Cl)ccc2n1	-85%
CC(C)C[C@H]1CN([C@@H](Cc2ccccc2)CN2CCC[C@H]2CN2C(=O)C(=O)NC[C@@H]2Cc2ccc(O)cc2)C(=O)C(=O)N1CC1CCCCCC1	?
COc1ccc(-c2nn(-c3ccccc3)cc2C2=NN(S(C)(=O)=O)C(c3ccccc3)C2)cc1 (stereo not given)	-28%
O=[N+]([O-])c1cc(S(=O)(=O)Nc2ccccc2)ccc1N/N=C/c1sc(Nc2ccccc2)nc1Cl	18%

Shown as a hit in 12-LOX inh, among the entries above:
SMILES	12-LOX inh
Fc1ccccc1-n1c(C23CC4CC(CC(C4)C2)C3)n[nH]c1=S	14µM*

Another view of part of the listing above:
CC(=O)c1cccc(NC(=O)Cc2nn(C)c(=O)c3ccccc23)c1
  12-LOX inh = -21%

COC(=O)C1CCN(CC(O)COc2cccc(CN3CC=C(C)CC3)c2)CC1 (stereo not given)
  12-LOX inh = 30%

Fc1ccccc1-n1c(C23CC4CC(CC(C4)C2)C3)n[nH]c1=S
  12-LOX inh = 14µM*

FC(F)(F)c1cn2cc(Cl)ccc2n1
  12-LOX inh = -85%

Next section.
SMILES	12-LOX inh
CC(C)NC(=O)C1(C)CN(S(C)(=O)=O)CC(=O)N1Cc1ccco1 (stereo not given)	-2%
COc1ccccc1CNC(=O)CCC[C@H]1NC[C@@H]2C[C@H]1CN(Cc1ccccc1)C2	10µM*
O=C(CN1C(=O)NC2(CCOCC2)C1=O)NCc1ccc(Cl)cc1	1%
Cc1cc2nc3n(c(=O)c2n1CC(=O)Nc1ccccc1Cl)CCCCC3	17%
CC(C)(C)c1ccc(OCC(=O)Nc2onc3c2CCCC3)cc1	-42%
O=c1n(-c2ccc(F)cc2F)nc2n1CCN(Cc1ccc(C(F)(F)F)cc1)C2	39%[activator]
COc1nc2cc(C)c(C)cc2nc1C(=O)Nc1cc(C)cc(C)c1	-1%
Cc1c(C)c2ccc(OCC(=O)NCc3ccncc3)cc2oc1=O	20%
CCn1c(CC(=O)Nc2ccc(F)cc2)nnc1SCC(=O)Nc1ccc2ccccc2c1	12%
O=c1n(-c2ccc(C(F)(F)F)cc2)nc2n1CCN([S+](=O)([O-])c1ccccc1)C2	?
CC(C)NC(=O)N1CC(C(=O)N(C)C)C2(CCOCC2)C1 (stereo not given)	8%
FC(F)Sc1ccc(NC(=S)NCCCc2ccccc2)cc1	?
O=C(COc1ccccc1)N1C[C@@H]2C[C@H](C1)c1ccc(-c3cccc(C(F)(F)F)c3)c(=O)n1C2	47%[activator]
CC(C)CN1C[C@@H](C(=O)O)C[C@@H](C(=O)NCc2ccccn2)C1	119%[activator]
C[C@H](O)[C@@H]1CN2CCc3c([nH]c4c(-c5ccccc5)cccc34)[C@@H]2C[C@@H]1N(C)C(=S)NCCc1ccccc1	-24%
CC1CCN(S(=O)(=O)c2ccc3c(ccc(=O)n3CC(=O)N3CCC4(CC3)OCCO4)c2)CC1	23%
CCCCCCCCN1C(=O)[C@H](CC(=O)NCc2ccccc2)C[C@@]2(C(=O)OCC)CCCC=C12	?
COc1ccccc1-c1ccc2c(c1)C(C)(Cc1ccc(F)c(Cl)c1)C(=O)N2 (stereo not given)	?
O=C(NC1CC1)C(=O)N1CCN(C(=O)c2cc3ccccc3[nH]2)CC1	3%
Ic1ccc(SN(Cc2ccco2)Sc2ccc(I)cc2)cc1	?
Cc1ccc(NC(=O)CN2CCCc3nc(C4CC4)ncc3C2=O)cc1	5%
CCOc1ccc(CC(=O)N2CCC[C@H]2c2nc(-c3ccc(OC)cc3)no2)cc1	12%
COc1ccc(CNC(=O)Cn2nc3n(c2=O)CCCCC3)cc1	65%[activator]
Cc1ncc2n1C(=O)N(C1CCN(Cc3cccn3C)CC1)C2	4%&4%[176 µM]
CCc1nc2ccc(C(=O)NCCOc3ccc(OC)cc3)cn2c1N(CC)Cc1ccc(OC)c(OC)c1	-2%
CCCNC(=O)Cn1ccc2cc(S(=O)(=O)N3CCCCC3)ccc21	8%
CC1CCN(C(=O)c2ccccc2OCC2CCCN(Cc3cccnc3)C2)CC1 (stereo not given)	58%[activator]
COc1ccc(NC(=O)N2CC3CC(C2)[C@H]2CCCC(=O)N2C3)cc1 (stereo not given in full)	6%
Cc1ccc(S(=O)(=O)N2CCC(=O)N([C@H](COCc3cccc(C(F)(F)F)c3)C(C)C)CC2)cc1	?
Cc1nnc(SCc2c(C(=O)NC3CC3)oc3ccccc23)s1	18%
COc1ccc(NC(=O)c2ccc3c(c2)N(S(=O)(=O)c2ccccc2)CC3)cc1	3%
Cc1[nH]nc(-c2ccc(F)cc2)c1CC(=O)Nc1ccc2c(c1)C(=O)N1CCC[C@H]1C(=O)N2	39%
O=C1NCCCCCCN(Cc2ccncc2)[C@@H]2CN(C(=O)c3ccsc3)CC[C@@H]12	116%[activator]
C#Cc1cccc(C(=O)N(Cc2cccnc2)CC2CCCN(C3CCCCC3)C2)c1 (stereo not given)	2%
COc1cccc([C@H]2CN(C(=O)CNC(=O)N(C)C)C[C@@H]2N)c1	25%
CC(C)CC(=O)NCC1CC2c3ccccc3C1c1ccccc12 (stereo not given)	?
Cc1cc2nc(-c3ccccc3Br)n(C(C(=O)NC(C)(C)C)c3ccccc3)c2cc1C (stereo not given)	-9%
CCCOc1ccc(/C=C/C(=O)Nc2cc(C(C)(C)C)ccc2OC)cc1OC	-11%
COc1ccc(Nc2cnc3ccc(-c4ccccc4)nn23)cn1	46%[activator][176 µM]
O=C(Cn1ccn2nc3c(c2c1=O)CCCCC3)Nc1ccc2c(c1)OCCO2	10%
Cc1nc(C)c(C(=O)N2Cc3ccccc3C(O)C2)s1 (stereo not given)	48%[activator]
COc1ccc(CN(C)c2nn3c(=O)cc(C)nc3s2)cc1	-16%
CC(O)(c1cccnc1)c1nc(-c2cccc3cccnc23)cs1 (stereo not given)	0%
COCCCNC(=O)Cc1csc2nc(C)c(-c3cc(C)n(-c4ccccc4F)n3)c(=O)n12	19%
O=C1CC2(CCN(Cc3ccsc3)CC2)Oc2ccccc2N1c1ccccc1	9%
CN(CC(=O)Nc1cccc(F)c1)C(=O)CCc1ncc(-c2ccccc2Cl)o1	9%
COCC(=O)N[C@@H]1CN(C(=O)c2cccc(C)c2)CC[C@@H]1c1nc(C)no1	62%[activator]
COCCN1CC(CO)C2(CCN(C3CCN(C(C)=O)CC3)CC2)C1 (stereo not given)	147%[activator]
O=C(Nc1ccc2c(c1)OCCO2)C(c1ccccc1)n1c(=O)c(-c2cc3ccccc3[nH]2)nc2ccccc21 (stereo not given)	2%
COCC(=O)N1CC2(Cc3ccccc3N([S+](C)(=O)[O-])C2)C1	26%[176 µM]
O=C(c1nnc(CN2CCN(CCO)CC2)n1-c1ccccc1)N1CCC[C@@H]1C(c1ccccc1)c1ccccc1	-3%
O=C(Nc1ccccc1OC(F)F)c1ccc2ccccc2n1	-32%
COCc1nnc2n1CCC(NC(=O)CCCc1nc3ccccc3s1)CC2 (stereo not given)	21%
CCC1=C(C(=O)OC)C(c2ccccc2OC)N2C(CC(=O)NCC3CC3)=CSC2=N1 (stereo not given)	63%[activator]
COc1ccccc1CNc1cccc(C)n1	21%
N#C/C(=C\c1c2ccccc2cc2ccccc12)C(=O)NCCc1ccccc1	?
COc1cccc(CNC(=O)CC2CCN(C(=O)c3[nH]c(C)cc3C)CC2)c1	80%[activator]
CCOc1ccccc1OCCN	-31%
COc1ccc(N2CC3CCC(C2)N3C(=O)c2ccncc2)cc1	20%[6.33 µM]
N#Cc1ccccc1OCC(=O)Nc1nc(-c2ccccn2)cs1	35µM*

New compounds follow:
SMILES	12-LOX inh
O=C(Cc1c[nH]c2ccccc12)N1C[C@@H](CO)[C@H](c2ccccn2)C1	-3%
O=C(Nc1ccc(C2(C(=O)NCC3CC3)CCCCC2)cc1)C1CC1	6%
COc1ccc(S(=O)(=O)N2CCN(C(=O)c3cccc(S(=O)(=O)N4CCCC4)c3)CC2)cc1	-20%
Cc1ccc(C)c(NC(=O)CCc2ncc(-c3ccc(F)cc3F)o2)c1	-25%
COc1ccc(-c2ccc(C(=O)NCc3ccncc3)c3occc23)c(C)c1	-25%
CCCC(=O)NCCc1cccc(F)c1	4%
CN(C)S(=O)(=O)c1cccc(C(=O)NCC2COc3ccccc3O2)c1 (stereo not given)	10%
COc1cc(C(=O)N2CCC[C@H]2c2nc(-c3ccccc3Cl)no2)cc(OC)c1OC	27%
CCCn1nc(C(=O)OCC(=O)Nc2ccc(Cl)c(C(F)(F)F)c2)c2ccccc2c1=O	-22%
COc1ccc(NC(=O)c2cc(-c3cc(Cl)ccc3OC)n[nH]2)cc1OC	-6%
COc1ccccc1N1CCN(c2nccnc2SCC(=O)Nc2cc(Cl)ccc2C)CC1	-3%
CC(=O)NCC1CCCN(Cc2ccc(-c3ccccc3C#N)o2)C1 (stereo not given)	10%
CC(C)[C@@H]1CN(C(=O)CCCS(N)(=O)=O)C[C@H]1C(=O)O	7%
Cc1ccc(-c2nc3cnccn3c2NCCC(=O)N(C)C)cc1	?
O=C(NCCc1cccnc1)c1ccc2c(c1)CCC2	-23%
CN(C)C(=O)[C@@H]1C[C@@H](Sc2nc3ccccc3[nH]2)CN1Cc1ccnc2ccccc12	?
O=C(c1ccc(F)cc1)N1CCc2nc(C3CC3)nc(-c3ccc(O)cc3)c2CC1	-2%
CCCc1cc(C(=O)N2CC[C@@H](NC(=O)c3cnccn3)[C@H](O)C2)no1	14%
CCC(=O)N1CCN(c2nc3c(s2)CC(C(=O)NCc2cccs2)CC3)CC1 (stereo not given)	22%

A portion of the library (hit frequency here may not be typical).
